TbPYK inhibitor: qHTS of Trypanosoma Brucei Inhibitors. hit rate 0.12% among 410,000. AID 624173, 2012. pyruvate kinase (Trypanosoma brucei), Q57TT1. Potency, µM (series often up to 76.8 µM), for the others: top-dose activity, negative = inhibition, usual class: inhibitors. TbPYK enzyme, Kinase-Glo Plus ATP luminescence, 45 min; further: potency means the concentration at half of the fitted maximal effect; on the % scale 0 is the no-effect control and ±100 the full control effect; nearly all actives have a fitted effect of over 50% in size
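Readout: single end-point luminescence (Kinase-Glo Plus, 10 min). Reaction conditions were TbPYK/substrate plus 130 uM ADP, 45 min at RT, pH 7.2 TEA buffer. No-enzyme wells served as controls, and data were normalized before concentration-response fitting.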
Shiga toxin inh: A qHTS for Small Molecule Inhibitors of Shiga Toxin | Vero cells, Shiga toxin protein synthesis inhibition reporter | inhibition, % at 38.7 µM | hit rate 9.2% among 290,000; in the data active means inhibition mostly above about 28%, no sharp cut-off; inactive means mostly below about 43%; further: 0% is about no effect
Pf growth 48h: Primary qHTS for delayed death inhibitors of the malarial parasite plastid, 48 hour incubation. P. falciparum luciferase growth in erythrocytes, 48 h. Potency, µM (doses to about 28.7 µM), for the others: top-dose activity change, negative = inhibition, most hits filed as inhibitors. hit rate 5.9% among 310,000; further: potency means the concentration at half of the fitted maximal effect; on the % scale 0 is the no-effect control and ±100 the full control effect
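Luminescence readout; reporter = integrated firefly luciferase in P. falciparum. RBC culture at 2% hematocrit, 0.1% parasitemia final, 37 C/5% CO2; decreased signal taken as growth inhibition.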
CHX counter: Cycloheximide Counterscreen for Small Molecule Inhibitors of Shiga Toxin. cell reporter, cycloheximide protein synthesis inhibition counterscreen. max response, %. hit rate 12% among 300,000. AID 2314, 2010; in the data active means max response mostly above about 13%, no sharp cut-off; inactive means mostly below about 14%; further: read at 38.3 µM for the half of the compounds with a filed dose; 0% is about no effect
Pf growth 96h: Primary qHTS for delayed death inhibitors of the malarial parasite plastid, 96 hour incubation; Potency, µM (highest dose often 28.7 µM), inactives show top-dose activity change, negative = inhibition, actives largely listed as inhibitors; P. falciparum luciferase reporter growth, 96 h; hit rate 6.9% among 320,000; further: potency means the concentration at half of the fitted maximal effect; on the % scale 0 is the no-effect control and ±100 the full control effect
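Two-generation exposure (96 h) targets delayed-death phenotype. Reporter parasites carrying integrated firefly luciferase, in red cells at 2% hematocrit and 0.05% parasitemia final, kept at 37 C, 5% CO2; luminescence loss indicates inhibition.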
AMA1-RON2 inh: qHTS for Inhibitors of AMA1-RON; Towards Development of Antimalarial Drug Lead: Primary Screen; Plasmodium falciparum AMA1 (3D7) - RON2 peptide interaction; AlphaScreen AMA1-biotinylated RON2 peptide binding; Potency, µM (titrated, usually from 58.2 µM), inactives show at the top dose activity change, negative = inhibition, actives largely listed as inhibitors; hit rate 0.2% among 360,000;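 further: potency means the concentration at half of the fitted maximal effect; 0% = vehicle wells and -100% = peptide control; nearly all actives have a fitted effect of over 45% in size; some results filed as inactive show a strong effect at the top dose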
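AMA1 (3D7) with his tag at 25 nM final met compounds first, then biotinylated RON2 peptide at 25 nM; detection used donor plus acceptor beads, 10 µg/mL apiece, read by AlphaScreen after 30 min at room temperature.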
LmPK inh: qHTS Assay for Inhibitors of Leishmania Mexicana Pyruvate Kinase (LmPK); purified LmPK, Kinase-Glo ATP luminescence, 1 h; Potency, µM (doses to about 57.5 µM), for the others: at the top dose activity change, negative = inhibition, most hits filed as inhibitors; hit rate 0.37% among 290,000; AID 1721, 2009; further: potency means the concentration at half of the fitted maximal effect; on the % scale 0 is the no-effect control and ±100 the full control effect
Target sequence (Q27686 whole entry, looked up): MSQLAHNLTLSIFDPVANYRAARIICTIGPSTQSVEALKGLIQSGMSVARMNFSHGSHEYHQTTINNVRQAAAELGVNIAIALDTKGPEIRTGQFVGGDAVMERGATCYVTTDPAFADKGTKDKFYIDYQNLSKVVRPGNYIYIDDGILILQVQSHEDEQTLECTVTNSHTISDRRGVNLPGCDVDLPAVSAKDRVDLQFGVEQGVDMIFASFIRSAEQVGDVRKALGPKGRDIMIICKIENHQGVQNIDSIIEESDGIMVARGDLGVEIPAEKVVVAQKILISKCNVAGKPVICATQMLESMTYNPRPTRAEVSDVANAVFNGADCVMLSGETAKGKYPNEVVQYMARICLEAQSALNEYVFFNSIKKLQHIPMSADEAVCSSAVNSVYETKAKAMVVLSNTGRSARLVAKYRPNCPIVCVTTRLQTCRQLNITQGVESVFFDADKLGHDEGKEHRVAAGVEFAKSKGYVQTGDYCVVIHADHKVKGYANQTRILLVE
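Pyruvate kinase activity monitored as ATP production (luciferase luminescence). Conditions: 0.1 nM enzyme, 0.5 mM PEP, 0.1 mM ADP, 1 h, RT; normalized against uninhibited and no-enzyme wells.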
* marks the source's active call; other numbers are inactive results; ? = inconclusive; nt = no result given; [ ] = another dose, or the depositor's remark. Unless noted, the call rests on the fitted dose curve; in most records, active means well fitted curve in the direction sought with a large enough effect; inconclusive means small, poorly fitted or top-dose-only effect, or another doubt; inactive means no such curve, though single readings can be large; an effect the other way counts as inactive or inconclusive.

1: Cc1cccc(N(C(=O)c2csnn2)C(C(=O)NC(C)(C)C)c2cccs2)c1 (centres undefined)
2: COC(=O)c1cc(COC(=O)c2nc3nccc(C)n3n2)oc1C
3: C=CCn1c(SC)nnc1-c1ccc2ncccc2c1
4: Cc1c(Cl)cccc1NC(=O)CN1CCC(NC(=O)C2CCCCC2)CC1
5: CC(C)N(Cc1cn(C)nc1-c1cccc(Cl)c1)Cc1nccn1C
6: CCn1nnnc1-c1ccc(OC)c(S(=O)(=O)NCCc2ccccc2)c1
7: O=C(Nc1ccc(NC(=O)C2CCCCC2)nc1)c1cccc(F)c1
8: Cc1ccccc1C(=O)NC(NC(=S)Nc1ccc(S(N)(=O)=O)cc1)C(Cl)(Cl)Cl (centres undefined)
entry no.,1,2,3,4,5,6,7,8
TbPYK inhibitor,-4%,-2%,0%,-7%,0%,-1%,-2%,-4%
Shiga toxin inh,-12,-6,39,-6,-4,21,23,-11
Pf growth 48h,?,17%,27%,0%,?,3%,?,?
CHX counter,-2,-2,9,-4,-2,24,7,-1
Pf growth 96h,4%,14%,28%,16%,?,nt,2%,?
AMA1-RON2 inh,3%,3%,1%,4%,8%,-4%,-10%,0%
LmPK inh,3%,3%,0%,3%,2%,-6%,-2%,3%

9: COC(=O)C(C)Oc1ccc(-c2nccc(-c3ccccn3)n2)cc1 (centres undefined)
10: CC(NC(=O)c1cc2c(s1)CS(=O)(=O)C2)c1ccccc1 (centres undefined)
11: CN(CC(=O)Nc1ccc(Cl)cc1)CC(=O)Nc1ccc(C(N)=O)cc1
12: CC(C(N)=O)N1C(=O)c2cccc3cccc1c23 (centres undefined)
13: O=C(NCCN1CCOCC1)c1ccc(Cl)c(Cl)c1
14: CCCc1ccc(S(=O)(=O)N/N=C(/C)c2ccc3c(c2)OCO3)cc1
15: COCCn1nnnc1CN(CCc1ccccc1)Cc1cc2ccc(C)cc2[nH]c1=O
16: O=C(NCCOC(=O)c1ccccc1)c1ccccc1
entry no.,9,10,11,12,13,14,15,16
TbPYK inhibitor,-2%,6%,-4%,-14%,-2%,3%,-4%,-10%
Shiga toxin inh,23,-5,-7,-13,11,-6,-5,nt
Pf growth 48h,-9%,11%,6%,2%,?,14%,?,-20%
CHX counter,16*,-10,-1,-4,-3,-2,-3,nt
Pf growth 96h,113%[activator],52%[activator],-1%,nt,34%[activator],-42%,10µM*,?
AMA1-RON2 inh,10%,0%,30%[activator],2%,-3%,11%,-6%,-6%
LmPK inh,1%,-12%,-1%,9%,1%,-1%,2%,nt

17: COc1ccc(-c2c(C#Cc3ccsc3)c3cc(-c4ccc(OC)c(F)c4)ccc3n2C)cc1
18: CC(=O)c1cccc(-n2c(CCC(=O)O)ccc2-c2ccc(C)cc2)c1
19: Cc1ccc(S(=O)(=O)NC(=O)Nc2nc(-c3ccc(F)c(F)c3)cs2)cc1
20: COCC(=O)Nc1ccc(Br)c(C)c1
21: CN(C)c1cccc(NC(=O)CCc2ccccc2)c1
22: COc1ccccc1NC(=O)CSc1nc2nccnc2c(=O)n1Cc1cccs1
23: COc1ccccc1N1CCN(C(=O)CCCn2nc(C)c([N+](=O)[O-])c2C)CC1
24: Cc1cc(C)nc(SCc2nnc(SCC(=O)Nc3nccs3)n2Cc2ccco2)n1
entry no.,17,18,19,20,21,22,23,24
TbPYK inhibitor,5%,-12%,-5%,0%,-9%,1%,-7%,-4%
Shiga toxin inh,nt,18,45,36,68*,-1,-7,-6
Pf growth 48h,0%,-9%,64%[activator],11%,28%,?,5%,-24%
CHX counter,nt,3,19*,-3,18*,1,1,-3
Pf growth 96h,?,?,34%[activator],-3%,nt,?,10µM*,-18%
AMA1-RON2 inh,16%,-12%,-7%,0%,-4%,-3%,-7%,0%
LmPK inh,nt,0%,3%,-2%,-1%,0%,3%,2%

Records 3 through 7, reprinted for reference:
3: C=CCn1c(SC)nnc1-c1ccc2ncccc2c1
4: Cc1c(Cl)cccc1NC(=O)CN1CCC(NC(=O)C2CCCCC2)CC1
5: CC(C)N(Cc1cn(C)nc1-c1cccc(Cl)c1)Cc1nccn1C
6: CCn1nnnc1-c1ccc(OC)c(S(=O)(=O)NCCc2ccccc2)c1
7: O=C(Nc1ccc(NC(=O)C2CCCCC2)nc1)c1cccc(F)c1
entry no.,3,4,5,6,7
TbPYK inhibitor,0%,-7%,0%,-1%,-2%
Shiga toxin inh,39,-6,-4,21,23
Pf growth 48h,27%,0%,?,3%,?
CHX counter,9,-4,-2,24,7
Pf growth 96h,28%,16%,?,nt,2%
AMA1-RON2 inh,1%,4%,8%,-4%,-10%
LmPK inh,0%,3%,2%,-6%,-2%

The results go on.
25: NS(=O)(=O)c1ccc(NC2(C(=O)O)CCCC2)cc1
26: N#C/C(=C\c1ccc[nH]1)C(=O)Nc1ccccc1F
27: COc1ccc(C2=NS(=O)(=O)N(C)C(C(=O)Nc3ccc4c(c3)OCO4)=C2)cc1
28: Cc1ccc(-n2ccnc2SCC(=O)O)cc1C
29: CCC(=O)NC(=S)Nc1cccc(Cl)c1N1CCCCC1
30: COc1ccc2oc(=O)c(C(=O)N3CCN(c4ccccc4C)CC3)cc2c1
31: CCOC(=O)C1(CC2CCCCO2)CCN(Cc2nc(C(C)C)cs2)CC1 (centres undefined)
32: Cc1sc2nc(C3CC3)nc(NCCNS(=O)(=O)c3ccccc3)c2c1C
entry no.,25,26,27,28,29,30,31,32
TbPYK inhibitor,2%,0%,1%,2%,4%,-8%,4%,16%
Shiga toxin inh,3,74*,8,10,17,132*,-8,-3
Pf growth 48h,68%[activator],30%,33%[activator],5%,12µM*,4%,8%,9.3µM*
CHX counter,-3,34*,-2,2,6,66*,2,8
Pf growth 96h,-4%,-29%,28%,20%,7.4µM*,nt,-22%,-12%
AMA1-RON2 inh,-2%,-2%,?,-5%,6%,25%,-13%,-4%
LmPK inh,-8%,1%,-5%,0%,-1%,4%,1%,1%

33: CCCN(CCC)C(=S)NC1CC2C=CC1C2 (centres undefined)
34: O=C(c1cccc2ccccc12)N1CCN=C1SCc1ccc([N+](=O)[O-])cc1
35: O=C(NCC(=O)N(CC1CCCO1)C(C(=O)NC1CCCC1)c1cccnc1)c1ccco1 (centres undefined)
36: CCOc1cc(NC(=O)c2ccccn2)c(OCC)cc1NC(=O)c1ccccc1
37: Cc1ccc2c(CN3CCOCC3)cc(=O)oc2c1
38: CN(C)C(CNC(=O)C1CCN(S(=O)(=O)c2cccc(Cl)c2Cl)CC1)c1ccccc1 (centres undefined)
39: CCCCC1=CC2=CC(=O)C(C)(OC(=O)CC)C(=O)C2=CN1CC(C)C (centres undefined)
40: COC(=O)CSc1nnc(CNC(=O)c2ccc(OC)cc2OC)n1C
entry no.,33,34,35,36,37,38,39,40
TbPYK inhibitor,-2%,-6%,0%,1%,1%,-9%,-3%,-10%
Shiga toxin inh,6,-19,-25,-18,-8,-3,-3,-12
Pf growth 48h,-4%,10%,-23%,-14%,33%[activator],?,?,-5%
CHX counter,-3,0,-3,0,-2,1,-3,-1
Pf growth 96h,-9%,9%,?,43%[activator],-12%,?,?,?
AMA1-RON2 inh,-2%,-10%,41%[activator],-2%,18%,8%,16%,8%
LmPK inh,-2%,1%,4%,-5%,0%,4%,4%[11.5 µM],-1%

41: CCC1=[N+](CC(=O)c2ccc(C)cc2)CCn2c(C)ccc21
42: O=C(NCCC(=O)N(CCc1ccccc1)Cc1ccccc1)c1ccc(Br)cc1
43: CCN(C(=O)CCN1C(=O)/C(=C/c2ccccc2)SC1=S)C1CCS(=O)(=O)C1 (centres undefined)
44: Cc1ccc(CNc2ncnc3c2cnn3-c2ccccc2)cc1
45: O=C(c1cc(-c2ccccc2)nn1-c1ccccc1)N1CCN(S(=O)(=O)c2c(F)cccc2F)CC1
46: CC(C)Cn1c2c(c(O)c(C(=O)Nc3ccc(F)cc3)c1=O)CCCC2
47: Cc1ccc(OCC(O)Cn2nc(C)cc2C)cc1 (centres undefined)
48: CCc1ccc(NC(=O)c2cc(-c3ccco3)on2)cc1
entry no.,41,42,43,44,45,46,47,48
TbPYK inhibitor,-12%,4%,-2%,nt,-4%,-26%,2%,-9%
Shiga toxin inh,13,nt,15,-5,nt,-13,28,57*
Pf growth 48h,3.3µM*,?,13µM*,13%,?,-6%,-3%,278%[activator]
CHX counter,23*,nt,9,1,nt,-6,9,52*
Pf growth 96h,?,13µM*,7.4µM*,-20%,?,-8%,5%,2.9µM*
AMA1-RON2 inh,-16%,40%[activator],-5%,-7%,-6%,-14%,8%,1%
LmPK inh,-6%,nt,0%,-4%,nt,5%,-7%,4%

49: CCCc1ccc(OCCNC(=O)C2CCCCC2)cc1
50: Cc1cc(C)nc(SCCCNCc2ccccc2)n1
51: O=C(CNc1cccc([N+](=O)[O-])c1)N1CCN(S(=O)(=O)c2ccc(Cl)cc2)CC1
52: COc1ccc(CCNc2oc(COc3ccccc3Cl)nc2C#N)cc1OC
53: Cc1nn(Cc2ccccc2Cl)c2sc(C(=O)Nc3nccs3)cc12
54: COCc1cc(=O)[nH]c(N2CCN(C(=O)c3ccco3)CC2)n1
55: CCOc1ccc(/C=N/NC(=O)C2CC2)cc1OC
56: C=CCn1c(SCCOC)nc2c1c(=O)[nH]c(=O)n2C
entry no.,49,50,51,52,53,54,55,56
TbPYK inhibitor,-1%,-1%,-9%,2%,-7%,3%,-3%,-1%
Shiga toxin inh,49,-11,nt,23,22,-8,4,2
Pf growth 48h,7%,?,?,8.3µM*,?,36%[activator],-4%,nt
CHX counter,7,-3,nt,7,-5,1,2,-4
Pf growth 96h,?,6%,?,3.7µM*,?,12%,?,?
AMA1-RON2 inh,3%,-1%,2%,-22%,35%[activator],6%,9%,4%
LmPK inh,1%,1%,nt,5%,3%,0%,-1%,3%

57: C=CCn1c(SCC(=O)/C(C#N)=C(\C)N)nnc1C1CCCCC1
58: Cc1cc(C)cc(NC(=O)C(c2ccccc2)N2CCN(CC(=O)NC3CC3)CC2)c1 (centres undefined)
59: C=CCN(C(=O)c1csnn1)C(C(=O)NCc1ccccc1)c1ccccc1F (centres undefined)
60: Brc1ccc(CN2CCSCC2)cc1
entry no.,57,58,59,60
TbPYK inhibitor,1%,-1%,-5%,-8%
Shiga toxin inh,39,nt,-11,-21
Pf growth 48h,-13%,5.2µM*,15%,nt
CHX counter,-3,nt,-4,-5
Pf growth 96h,179%[activator],9.3µM*,?,53%[activator]
AMA1-RON2 inh,32%[activator],1%[11.6 µM],-15%,-23%
LmPK inh,1%,nt,1%,-1%

Assay outcomes deposited in PubChem BioAssay by National Center for Advancing Translational Sciences (NCATS).
